BRCA1 expr up – activators of BRCA1 expression. MCF7-BRCA1-FFLuc reporter, luminescence, 48 h; response scale: scaled: vehicle 0%, 10 µM genistein 100%. Potency, µM (series often up to 46.1 µM), for the others: at the highest dose activation, actives largely listed as activators. actives 1.1% (n = 380,000); further: potency means the concentration at half of the fitted maximal effect; nearly all actives have a fitted effect of over 80% in size; some results filed as inactive show a strong effect at the top dose
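Quantitative HTS in MCF7 cells stably reporting BRCA1 expression via firefly luciferase. Compound treatment lasts 48 h at 37 °C in phenol-red free MEM. Activation is expressed relative to genistein at 10 microM and DMSO.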
FLuc modulator – inhibits or activates purified firefly luciferase, miR-21 counter-screen. actives 6.9% (n = 360,000). Potency, µM (titrated, usually from 57.5 µM), for inactives: at the top dose activity change, negative = inhibition, actives largely listed as inhibitors. purified FLuc, Km substrates, luminescence inhibition. P08659;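 further: potency means the concentration at half of the fitted maximal effect; plate controls were vehicle for no effect and reference inhibitor for full effect; nearly all actives have a fitted effect of over 55% in size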
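Purified P. pyralis luciferase (10nM final) with 10uM D-luciferin and 10uM ATP (Km levels) in 50mM Tris acetate pH 7.5, 10mM Mg acetate, 0.01% Tween-20, 0.05% BSA; qHTS 6-point titration, ~60 µM downward; luminescence read.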
NPC1 promoter act – activators of NPC1 promoter; Huh7 NPC1 promoter luciferase reporter, 24 h; Potency, µM (top dose mostly 9.22 µM), inactives show at the highest dose activation, actives largely listed as activators; actives 2.4% (n = 320,000); AID 485313;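 further: potency means the concentration at half of the fitted maximal effect; % of control where 0% means no effect; nearly all actives have a fitted effect of over 60% in size; reporter is driven by a mutant NPC1 promoter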
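NPC1 promoter–luciferase Huh7 cells; 24 h compound; luminescence.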
PKM2 activator – increases activity of human pyruvate kinase M2. purified PKM2, Kinase-Glo ATP luminescence, activation; response scale: 0% is enzyme alone, no compound. actives 0.34% (n = 260,000). Potency, µM (titrated, usually from 57.5 µM), inactives show at the highest dose activation, usual class: activators. AID 1631. P14618; further: potency means the concentration at half of the fitted maximal effect; on the % scale 0 is the no-effect control and ±100 the full control effect; nearly all actives have a fitted effect of over 55% in size
Target sequence (P14618 whole entry, looked up): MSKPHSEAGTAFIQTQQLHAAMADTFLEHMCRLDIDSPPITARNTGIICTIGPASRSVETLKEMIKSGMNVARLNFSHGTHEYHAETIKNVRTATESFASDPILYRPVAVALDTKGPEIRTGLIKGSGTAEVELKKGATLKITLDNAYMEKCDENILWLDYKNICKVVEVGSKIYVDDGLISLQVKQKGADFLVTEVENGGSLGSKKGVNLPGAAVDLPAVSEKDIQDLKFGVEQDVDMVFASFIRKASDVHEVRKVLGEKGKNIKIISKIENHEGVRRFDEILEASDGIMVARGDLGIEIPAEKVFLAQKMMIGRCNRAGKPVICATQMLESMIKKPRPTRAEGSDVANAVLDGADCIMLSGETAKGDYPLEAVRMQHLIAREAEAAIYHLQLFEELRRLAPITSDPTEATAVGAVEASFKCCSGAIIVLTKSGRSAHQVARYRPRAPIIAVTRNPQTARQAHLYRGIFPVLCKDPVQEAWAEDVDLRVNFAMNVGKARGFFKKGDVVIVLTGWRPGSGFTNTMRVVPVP
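Purified hPK-M2 (>95%) run at intermediate activity with 0.1 mM ADP and 0.5 mM PEP in 50 mM imidazole pH 7.2, KCl, MgCl2; 1 h room temperature. ATP formed read by Kinase-Glo luminescence; normalized to uninhibited and no-enzyme controls.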
RORg inh – blocks mouse ROR gamma transcriptional activity | Potency, µM (titrated, usually from 53.6 µM), for the others: at the highest dose activity change, negative = inhibition, hits mostly inhibitors | P51450 | actives 5.4% (n = 310,000) | Drosophila S2 Gal4-RORgamma UAS-luciferase reporter, 20 h; further: potency means the concentration at half of the fitted maximal effect; on the % scale 0 is the no-effect control and ±100 the full control effect; nearly all actives have a fitted effect of over 60% in size
Target sequence (P51450 whole entry, looked up, the tested form may be a part): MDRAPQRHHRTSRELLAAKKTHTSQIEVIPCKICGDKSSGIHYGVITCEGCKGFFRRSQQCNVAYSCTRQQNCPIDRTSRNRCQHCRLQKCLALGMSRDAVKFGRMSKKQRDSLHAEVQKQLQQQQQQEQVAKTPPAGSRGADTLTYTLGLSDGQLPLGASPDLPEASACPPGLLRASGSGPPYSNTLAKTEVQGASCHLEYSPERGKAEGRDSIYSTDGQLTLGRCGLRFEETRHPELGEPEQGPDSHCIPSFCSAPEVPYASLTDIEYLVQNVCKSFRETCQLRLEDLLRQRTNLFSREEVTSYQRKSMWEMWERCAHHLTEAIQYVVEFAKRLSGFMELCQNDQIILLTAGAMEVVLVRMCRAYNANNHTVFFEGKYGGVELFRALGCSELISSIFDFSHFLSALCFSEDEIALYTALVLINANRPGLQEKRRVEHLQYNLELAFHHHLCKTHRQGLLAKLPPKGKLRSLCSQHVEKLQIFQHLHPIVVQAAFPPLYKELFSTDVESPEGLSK
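Using a luciferase readout, inhibitors were identified by reduced reporter activity in Drosophila cells coexpressing a copper-inducible Gal4–ROR gamma fusion and UAS-driven Photinus luciferase, incubated 20 hr after 700 uM copper sulfate.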
Rab9 promoter act – activators of Rab9 promoter. Huh7 Rab9 promoter-luciferase reporter, luminescence, 24 h. actives 2.8% (n = 320,000). AID 485297. Potency, µM (top dose mostly 9.22 µM), without a hit: top-dose activation, negative = inhibition, usual class: activators; further: potency means the concentration at half of the fitted maximal effect; % of control where 0% means no effect; nearly all actives have a fitted effect of over 60% in size
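Cells were plated at 1500 per well in reduced-serum medium with 10% FBS and left 2 h. Compound in DMSO was then added for 24 h at 37 °C. Reporter signal was read by luminescence after 10 min with luciferase detection reagent.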
Giardia kill – kills Giardia lamblia. Giardia lamblia trophozoite viability. activity change, % at 7.66 µM, hits read low. actives 0.15% (n = 340,000); in the data active means activity change below about -80%; inconclusive means between about -30% and that limit;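 further: parasites exposed to compound for two days anaerobically before the ATP read; on the % scale 0 is the no-effect control and ±100 the full control effect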
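Anaerobic 48 hrs incubation at 37 deg C of 100 trophozoites/well with test compounds; ATPLite 1-Step luminescence, 15-30 min RT, reports cellular ATP as viability.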
p53 reactivator – restores transcriptional activity of mutant p53. Potency, µM (series often up to 92.2 µM), for the others: at the top dose activity change, positive = activation, most hits filed as activators. H1299 p53-A138V BP100-luciferase reporter, luminescence, 24 h. actives 0.063% (n = 320,000); further: potency means the concentration at half of the fitted maximal effect; % of control where 0% means no effect; nearly all actives have a fitted effect of over 45% in size
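p53-null H1299 cells stably carrying temperature-sensitive p53-A138V and a BP100-luciferase reporter were pinned with compounds (4-point, 1:5 series) and held 24 hrs at 37 deg C. Luminescence was read 10 min after detection reagent.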
ELG1 genotoxic – inducers of genotoxicity in HEK293T ELG1-luciferase cells | HEK293T ELG1-luciferase reporter, luminescence, 16 h | actives 1.3% (n = 330,000) | Potency, µM (doses to about 46 µM), for the others: at the top dose activity change, positive = activation, actives largely listed as activators | AID 504466; further: potency means the concentration at half of the fitted maximal effect; % of control where 0% means no effect; nearly all actives have a fitted effect of over 60% in size
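Cells (2,000/well) expressing the ELG1-luciferase fusion are dosed by pin tool and kept 16 hr at 37 °C, 5% CO2. Signal comes from ONE-Glo luciferase reagent after 30 min at room temperature.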
Menin MLL FP TR – menin-MLL binding inhibition, Texas Red mutant peptide; O00255; Menin + Texas Red MLL mutant peptide, fluorescence polarization; Potency, µM (doses to about 61.6 µM), inactives show top-dose FP activity change, negative = inhibition, most hits filed as inhibitors; actives 0.23% (n = 270,000); AID 1768; active means well fitted inhibition curve with a large enough effect in the polarisation, with a control signal flat, not every such curve was filed as active; inconclusive means small, poorly fitted or top-dose-only effect, or effect the other way, or a change in a side signal; inactive means no such curve, though single readings can be large or run the other way; the % refers to the polarisation; further: potency means the concentration at half of the fitted maximal effect; % of control where 0% means no effect; many of its hits are not listed in these tables
Gal4-VP16 FLuc – inhibits Gal4-VP16 luciferase reporter, ROR gamma counter-screen. Drosophila S2 Gal4-VP16 UAS-luciferase, luminescence, 20 h. Potency, µM (top dose mostly 53.6 µM), for the others: at the top dose activity, negative = inhibition, hits mostly inhibitors. actives 3.5% (n = 310,000). AID 2546;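 further: Gal4-VP16 expression switched on by copper sulfate through the metallothionein promoter; potency means the concentration at half of the fitted maximal effect; on the % scale 0 is the no-effect control and ±100 the full control effect; nearly all actives have a fitted effect of over 50% in size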
The depositor's hits bear a star; ? = inconclusive; nt = not tested or not shown; & = joins results of further samples; [ ] = remark or other dose. Unless noted, the call rests on the fitted dose curve; in most records, active means well fitted curve in the direction sought with a large enough effect; inconclusive means small, poorly fitted or top-dose-only effect, or another doubt; inactive means no such curve, though single readings can be large; an effect the other way counts as inactive or inconclusive. The list is partial (hit frequency here may not be typical).

Values run as follows: BRCA1 expr up	FLuc modulator	NPC1 promoter act	PKM2 activator	RORg inh	Rab9 promoter act	Giardia kill	p53 reactivator	ELG1 genotoxic	Menin MLL FP TR	Gal4-VP16 FLuc
1) Cc1nn(C(=O)c2cccnc2)c(C)c1Sc1ccccc1
→ 17.0%	-0.2%	0.6%	6.2%	-10.9%	-1.5%	-23.6	0.1%	0.6%	-9.2%	15.9%
2) COc1ccc(CCC(C)N(C)Cc2ccccc2)cc1 (configuration not stated)
→ -1.1%	-0.9%	1.9%	-2.2%	0.0%	-1.7%	24.2	11.0%	-7.8%	0.4%	-2.4%
3) O=C(O)C1CCN(C(=O)CSc2nc3ccccc3s2)CC1
→ 19.8%	?	-3.2%	2.2%	-14.2%	-0.3%	9.3	6.5%	2.5%	-4.3%	-2.8%
4) N#CC[C@H](Cc1ccccc1)N1CCN(CCc2ccccc2)CCC1=O
→ -0.5%	0.0%	-5.3%	-6.0%	-0.1%	0.1%	-8.6	nt	3.9%	-11.2%	-1.5%
5) CCOc1ccc(NC(=O)Cn2cc(C(=O)CC)c3ccccc32)cc1
→ -3.4%	14.9%	-4.0%	nt	-19.3%	-9.3%	54.5[activator]	-0.5%	?	?	-4.5%
6) Cc1ccc(NC(=O)c2cnn(-c3ccccc3)c2NC(=O)c2ccco2)cc1
→ 36.5%	3.3%	8.2%	0.1%	14.2%	3.3%	-4.8	-0.1%	-7.3%	-0.5%	4.0%
7) CC(=O)Nc1ccc(S(=O)(=O)Nc2ccc3c(c2)OCCO3)cc1Cl
→ 0.8%	-0.8%	-6.5%	9.3%	?	-17.9%	10.4	0.9%	-4.0%	nt	12.6µM*
8) COc1ccccc1Nc1ncc(C(=O)Nc2ccc(OC)c(OC)c2)c2ccccc12
→ -45.2%&-7.6%	-19.0%	-3.6%	7.1%	4.7%	-4.7%	1.7	5.4%	2.6%	?	4.9%
9) CC(C)OCCCn1c(=O)c2ccccc2n2c(CCC(=O)O)nnc12
→ -2.2%	-0.5%	-3.4%	nt	-3.5%	-5.4%	7.5	-1.7%	-0.8%	0.4%	0.4%
10) O=C(Nc1ncccc1Cl)C1COc2ccccc2O1 (configuration not stated)
→ 7.5%	16.9µM*	-2.1%	-1.4%	5.0%	9.1%	8.9	?	?	nt	-23.3%
11) Cc1c(OCC(=O)N[C@@H](Cc2ccccc2)C(=O)O)ccc2c3c(c(=O)oc12)CCC3
→ 0.0%	-19.8%	-4.2%	1.1%	14.4%	-1.4%	-23.0	8.7%	1.2%	-9.6%	-6.7%
12) NS(=O)(=O)c1ccc(CCNC(=O)CSc2nc3ccsc3c(=O)n2C2CC2)cc1
→ -17.0%	-5.0%	-4.4%	-14.2%	-2.1%	-4.6%	-8.6	-26.7%	4.2%	1.0%	23.9%
13) CC1(C)CC(NC(=O)c2ccncc2)CC(C)(C)N1O
→ 5.1%	-1.0%	1.2%	0.6%	1.6%	0.5%	-0.9	3.9%	-0.6%	21.2%	6.8%
14) CCCCCc1ccc(-c2cn(CC3CCCCC3)nn2)cc1
→ -3.2%	-1.1%	?	5.0%	-18.1%	2µM*	-25.8	nt	-0.4%	-23.9%	12.1%
15) C#CCOCCOCCOCCNc1nc(N2CCN(C(=O)[C@H]([C@@H](C)CC)n3cc([C@@H](N)Cc4ccc(O)cc4)nn3)CC2)nc(N2CCN(C(=O)[C@H](CCCCN)n3cc([C@@H](N)CO)nn3)CC2)n1
→ nt	-0.1%	-3.9%	-4.8%	-9.4%	-1.9%	nt	-0.6%	10.9%	?	0.4%
16) CN(Cc1ccccc1)C(=O)COC(=O)c1cc([N+](=O)[O-])ccc1N1CCOCC1
→ -11.7%	6.7%	1.3%	nt	nt	-0.3%	-3.0	?	7.2%	nt	nt
17) O=C(N=Nc1c(O)[nH]c2ccc([N+](=O)[O-])cc12)c1ccccc1[N+](=O)[O-]
→ 3.0%	-5.8%	-4.1%	3.4%	0.0%	1.2%	-0.6	-6.2%	0.0%	nt	4.8%
18) CCc1nc(SCC(=O)N2CCCCC2)c2c(=O)n(C)c(=O)n(C)c2n1
→ -12.3%	0.8%	-3.3%	2.2%	34.1%	-0.9%	24.6	-7.0%	-11.1%	-19.3%	-4.2%
19) CCC(C)n1c(OC)nc2c1c(=O)n(C)c(=O)n2C (configuration not stated)
→ -11.5%	1.7%	0.4%	-0.8%	41.7%	0.9%	2.9	-2.4%	-7.8%	2.1%	-6.4%
20) Cc1cccc(CSc2nc(N)c(C#N)c(-c3cccs3)c2C#N)c1
→ 1.1%[1.84 µM]	-2.3%	-2.8%	6.1%	?	-5.3%	-11.5	0.1%	-12.5%	?	?
21) CCN(CC)S(=O)(=O)c1ccc2[nH]c(=O)c3ccccc3c2c1
→ -5.8%	3.3%	0.5%	0.8%	18.5%	3.6%	16.0	12.9%	-6.7%	19.8%	1.2%
22) O=c1[nH]n(-c2ccccc2)c(=O)c(Cl)c1Cl
→ -0.5%	0.6%	-1.1%	-0.9%	1.4%	-10.2%	-7.6	9.4%	0.2%	12.6µM*	6.1%
23) Cc1cccc(NC(=O)CSc2nnc(CNC(=O)c3ccco3)n2C)c1C
→ -11.2%	3.2%	1.3%	nt	nt	-4.2%	0.2	-2.2%	0.1%	nt	nt
24) COc1ccccc1N1CCN(S(=O)(=O)c2ccc3nc(-c4ccccc4)[nH]c3c2)CC1
→ -56.5%	2.0%	-7.8%	-4.7%	?	-5.2%	-4.4	2.8%	1.0%	-2.4%	-9.2%
25) COc1ccc(-c2c(C)nn(-c3ccccc3)c2N)cc1
→ 11.2µM*	21.3µM*	?	-0.2%	-0.3%	?	-8.2	10.2%	?	-1.0%	5.8%
26) Cc1n[nH]c(C)c1S(=O)(=O)N1CCCC(C(=O)N2CCc3ccccc32)C1 (configuration not stated)
→ -42.3%	0.2%	-4.4%	2.1%	39.2%	-6.3%	-8.9	-8.3%	-3.9%	-0.4%	1.3%
27) C[C@@H](C(=O)NC1CCCCC1)N1C(=O)N2CCc3c([nH]c4ccccc34)[C@@]2(C)C1=O
→ -25.5%	-0.5%	0.8%	-0.8%	?	-9.4%	4.6	nt	1.9%	0.5%	-1.2%
28) CCOC(=O)C1(Cc2ccccc2)CCCN(Cc2cccc(C(C)=O)c2)C1 (configuration not stated)
→ -11.4%	3.6%	-1.6%	2.1%	-12.5%	-5.7%	2.6	-2.4%	-15.4%	?	26.7%
29) Cn1c(N)nc2nc(CCc3ccccc3)c(=O)[nH]c2c1=O
→ -16.1%	-0.4%	-2.0%	2.5%	13.7%	-1.9%	-18.2	1.4%	1.1%	8.9%	4.9%
30) COc1ccc(N2CCN(C(CNC(C)=O)c3ccco3)CC2)cc1 (configuration not stated)
→ 11.5%	-0.4%	-3.6%	-4.5%	-15.1%	-2.4%	14.3	-2.4%	1.3%	7.5%	4.9%
31) CCCCn1c(CNC(=O)C(C)(C)C)nc2ccccc21
→ 0.8%	-0.8%	0.4%	-7.1%	12.6µM*	-1.4%	12.0	6.7%	0.4%	-6.9%	?
32) O=C(c1ccc2c(c1)OCO2)N(Cc1ccco1)C1(C(=O)NC2CCCCC2)CCCCC1
→ -38.9%	-1.1%	-6.4%	-2.9%	-0.2%	-17.3%	-4.0	1.1%	-8.6%	-15.6%	-3.7%
33) CCCC(=O)N1CCN(c2nc(CC(C)C)c3c(c2C#N)CCC3)CC1
→ -12.3%	-1.3%	-3.5%	0.4%	-4.9%	0.0%	-9.4	-9.7%	-1.8%	?	1.1%
34) C=CCNC(=O)c1cc2c(C(F)(F)F)nn(C)c2s1
→ -28.1%	0.4%	-5.8%	3.1%	3.5%	-4.3%	-2.2	-9.0%	-2.7%	?	-13.9%
35) CN1CCN(C(=O)c2cc(Cl)ccc2Cl)CC1
→ -2.6%	-2.7%	-2.4%	-2.0%	-0.9%	1.4%	29.5	2.6%	3.1%	-1.3%	-2.1%
36) Cc1ccc(C)c2c1sc(=NC(=O)CN1C(=O)CCC1=O)n2C
→ -8.6%	1.4%	2.7%	-5.5%	-24.0%	2.4%	-2.8	2.1%	-6.4%	-6.5%	4.2%
